# Screening data (PubChem)
# HSF1 inh = HSF1 inhibitors in luciferase reporter cells, primary screen, cell-based, NIH3T3, luminescence. hit rate 0.77% among 300,000. NIH3T3-HGL HSE-luciferase, MG132-induced, luminescence 8 h; active compounds read low. activity change, negative = inhibition, % at 7.5 µM (by protocol);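 active = more than half of replicate wells show activity change below -50%, luminescence cut by over half; inconclusive = some wells, but at most half, below -50%; inactive = no replicate well below -50%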;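 note: luciferase reports HSF-1 transcriptional activity via heat shock element; 0% = median of DMSO wells and -100% = zero luminescence signal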
# GSK3 alpha inh = blockers of GSK3A enzyme activity – biochemical, luminescence, cell-free homogeneous, HTS, primary screen; GSK-3 alpha kinase, ADP-Glo luminescence, 60 min; inhibition, % at 10 µM; Glycogen synthase kinase-3 alpha (Homo sapiens), P49840; hit rate 0.1% among 320,000; AID 2650, 2010;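 in the data active = inhibition above about 50%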;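 note: GST-tagged GSK-3 alpha with peptide substrate and 25 µM ATP; 0% = DMSO neutral wells and 100% = GW8510 positive control wells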
# Target sequence (P49840 whole entry, looked up): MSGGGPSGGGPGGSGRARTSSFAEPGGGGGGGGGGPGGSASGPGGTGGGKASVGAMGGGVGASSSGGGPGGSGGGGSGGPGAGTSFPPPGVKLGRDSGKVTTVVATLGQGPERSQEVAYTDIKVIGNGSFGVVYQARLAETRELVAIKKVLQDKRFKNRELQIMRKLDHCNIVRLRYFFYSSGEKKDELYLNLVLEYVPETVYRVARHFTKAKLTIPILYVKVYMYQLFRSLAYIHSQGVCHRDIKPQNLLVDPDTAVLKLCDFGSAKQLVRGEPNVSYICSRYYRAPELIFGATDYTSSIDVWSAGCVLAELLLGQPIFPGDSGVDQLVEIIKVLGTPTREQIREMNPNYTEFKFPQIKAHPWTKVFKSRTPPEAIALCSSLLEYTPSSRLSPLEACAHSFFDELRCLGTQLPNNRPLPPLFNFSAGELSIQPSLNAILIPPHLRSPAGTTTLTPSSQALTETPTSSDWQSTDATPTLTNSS
# Dyrk1A ADPGlo = rat Dyrk1A kinase inhibitors, primary screen, biochemical, single point, plate reader. Dual specificity tyrosine-phosphorylation-regulated kinase 1A (Rattus norvegicus), Q63470. ADP-Glo luminescence, NFATc1 peptide. inhibition, % at 12.5 µM. hit rate 0.43% among 310,000. AID 504441, 2011; in the data active = inhibition above about 50%;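 note: plate controls were vehicle with enzyme for no effect and no enzyme for full effect; many of its hits are not listed in these tables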
# HSF1 activator = HSF-1 activators, primary screen, NIH3T3-HGL cells, MG132 stress, luminescence, single point; NIH3T3-HGL HSF-1 luciferase reporter, 8 h; 100% = twice DMSO control signal; AID 504408, 2011; activation, % at 9 µM; hit rate 1.7% among 300,000;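 active = mean replicate activation of at least 50% with a set share of replicates each reaching 50%; inconclusive = only one of those two conditions met; inactive = mean below 50% and too few replicates reaching it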;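 note: 0% = median of the neutral control wells and 100% = twice that signal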
# Platelet DG rel = inhibitors of platelet dense granule secretion, primary screen, cell-based, MLPCN, human platelets; inhibition, %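 (compounds screened at 7.5 µM in platelet-rich plasma)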; AID 1663, 2009; human platelet-rich plasma, SFLLRN dense granule ATP release, luminescence; hit rate 0.22% among 300,000;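 active = mean replicate score, as percent of positive control, at or above 50; inconclusive = mean below 50 but at least one replicate at or above 50; inactive = mean and every replicate below 50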
# aSyn 5UTR inh = MLPCN primary screen, SNCA 5' untranslated region; inhibition, % (tested at 7.5 µM); alpha-synuclein 5'UTR reporter, inhibitor activity; hit rate 0.82% among 300,000; AID 1813, 2009; in the data active = inhibition above about 60%; inconclusive = no clear call, values can overlap the other calls;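 note: H4 neuroglioblastoma cells stably carrying SNCA 5'UTR luciferase fusion; 0% = DMSO wells and 100% = positive control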
# KLF5 inh = KLF5 expression inhibitors, primary screen, DLD-1 cells, luminescence. DLD-1 KLF5 promoter-luciferase reporter. hit rate 0.23% among 290,000. AID 1700, 2009. inhibition, % at 5 µM;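 active = inhibition above a per-plate limit of that plate's mean compound inhibition plus 3 SD, cut at about 60% in these data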;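 note: 0% = DMSO wells and 100% = LY294002 at 200 µM; higher means less KLF5 promoter-driven luciferase light; inactives centre near -14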
# IEC-6 tox = cytotoxicity in IEC-6 intestinal epithelial cells, primary screen, cytotoxicity control for KLF5 inhibitor project, cell-based, luminescence; inhibition, % at 5 µM; IEC-6 cytotoxicity, luminescence viability; hit rate 0.78% among 290,000; in the data active = inhibition above about 22%;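 note: 0% = plate median of test compound wells and 100% = cytotoxic reference compound wells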
# GSK3B inh = human GSK3beta kinase inhibitors, primary screen, biochemical, cell-free homogeneous, HTS; activity score (negative = inhibition), % at 10 µM; GST-GSK3beta kinase, ADP-Glo luminescence, 60 min; active compounds read low; hit rate 0.038% among 300,000; Glycogen synthase kinase-3 beta (Homo sapiens), P49841;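 active = more than half of replicate wells score below -50%, meaning over 50% inhibition versus plate controls; inconclusive = some replicates but at most half score below -50%; inactive = no replicate scores below -50%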;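 note: 0% = median DMSO wells and -100% = median GW8510 positive control wells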
# Target sequence (P49841 whole entry, looked up): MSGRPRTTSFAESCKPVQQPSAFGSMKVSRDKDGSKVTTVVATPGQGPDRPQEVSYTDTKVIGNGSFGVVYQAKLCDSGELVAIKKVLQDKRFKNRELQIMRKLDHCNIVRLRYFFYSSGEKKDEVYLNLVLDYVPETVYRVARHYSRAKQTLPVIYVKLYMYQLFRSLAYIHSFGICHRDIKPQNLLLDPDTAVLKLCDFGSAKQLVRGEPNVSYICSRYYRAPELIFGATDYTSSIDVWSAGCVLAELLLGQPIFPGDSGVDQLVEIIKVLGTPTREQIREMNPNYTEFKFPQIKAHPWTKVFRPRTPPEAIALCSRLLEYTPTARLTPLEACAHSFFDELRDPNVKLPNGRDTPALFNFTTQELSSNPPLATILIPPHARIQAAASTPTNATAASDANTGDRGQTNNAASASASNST
#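 test system = GST-tagged human GSK3beta kinase, cell-free | reagent = 25 µM ATP with peptide substrate | dosing = one dose of 10 µM per compound | schedule = 60 min reaction, RT | detection = luminescent ADP-Glo measurement of ADP formed | control set = DMSO neutral wells and GW8510 at 20 µM as positive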
# HSP90 inh = HSP90 inhibitors, primary screen, cell lysate, luminescence. hit rate 0.91% among 290,000. inhibition, % at 5.6 µM. Heat shock protein HSP 90 (rabbit reticulocyte lysate; luciferase refolding). Rabbit reticulocyte lysate, luciferase refolding luminescence, 3 h;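 active = inhibition above the screen-wide mean plus 3 SD, computed separately per campaign, cut at about 16% in these data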;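 note: 0% = DMSO wells and 100% = 60 µM geldanamycin wells; inhibitors lower the luminescence because luciferase stays unfolded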
# Starred values were filed as active, the others as inactive; ? = inconclusive; · = not tested or not shown. These rows are one share of the data (hit frequency here may not be typical).
SMILES,HSF1 inh,GSK3 alpha inh,Dyrk1A ADPGlo,HSF1 activator,Platelet DG rel,aSyn 5UTR inh,KLF5 inh,IEC-6 tox,GSK3B inh,HSP90 inh
Cc1ccc(CSc2nnc(-c3ccc4c(c3)OCO4)o2)cc1,-1.7,3.2,1.7,11.7,-2.4,-9.9,1.5,-1.3,-9.9,3.5
COc1cc2c(cc1OC)CN(C(=O)c1ccc3[nH]c(C)c(C)c3c1)CC2,1.2,-4.5,10.7,1.9,3.8,33.2,-24.5,4.6,-1.3,-1.1
O=C(C1CCCN(S(=O)(=O)c2cc(Cl)ccc2Cl)C1)N1CCCCCC1 (centres undefined),10.4,-0.4,0.5,12.6,16.5,15.5,-15.6,-6.9,-1.2,-2.4
O=C(CC1Oc2ccccc2NC1=O)NC1CCCC1 (centres undefined),3.5,-4.3,14.1,6.6,10.4,4.1,-1.9,1.1,-0.9,0.7
COCCn1c(SCC(=O)c2ccc3c(c2)OCCO3)nnc1C(C)C,12.7,0.4,-3.1,5.5,2.6,8.2,4.0,-0.2,1.5,0.9
Cc1cccc2sc(NC(=O)CN3C(=O)NC4(CCCC4)C3=O)nc12,7.3,-1.5,·,11.4,-8.1,1.8,9.4,-0.7,-0.9,3.8
CC(C)CC(NC(=O)C(CO)NC(=O)C1CCC(=O)N1)C(N)=O (centres undefined),-2.4,·,0.0,17.9,-8.2,0.9,-20.9,-1.1,1.0,-4.5
O=C(N/N=C/c1ccco1)c1cc(C2CC2)nc2ccccc12,-2.3,-3.2,·,3.6,-1.6,-24.3,-9.3,7.6,-3.9,0.2
C=CCOC(=O)c1[nH]c2c(c1C)C(=O)CC(c1cc(OC)c(OC)c(OC)c1)C2 (centres undefined),3.1,-1.6,0.7,4.7,-6.6,-12.5,9.4,4.7,1.2,-0.4
COc1ccc(OC)c(Nc2nc(N)c([N+](=O)[O-])c(N3CCOCC3)n2)c1,-2.0,0.4,0.8,0.6,12.8,35.6,-50.2,3.5,4.0,0.1
CCOc1ccc(C(Nc2cccnc2)c2cc(Cl)c3cccnc3c2O)cc1 (centres undefined),-24.4,-0.8,0.2,-20.6,-0.7,66.8*,19.2,0.3,3.3,7.4
COc1ccc(NC(=O)CSc2nc(N3CCCCC3)nc(N3CCCCC3)n2)cc1,-4.3,-2.5,5.4,-0.6,-4.0,15.9,-32.4,-3.9,2.9,2.4
O=C(CSc1nnc(-c2cccc(F)c2)o1)N1CCCC1,5.9,-0.8,1.7,22.9,-5.9,-53.5,-43.2,-2.3,-3.2,-3.2
COc1cc(C(Nc2ccccn2)c2c(NC(=O)c3ccco3)sc(C)c2C)cc(OC)c1OC (centres undefined),-0.2,-2.0,-1.0,4.8,8.0,-18.1,6.5,5.4,-3.1,-1.4
O=C(c1cccc(F)c1)N1CCN(C(=O)c2nn3cccnc3c2Cl)CC1,-4.0,-5.5,-2.7,8.9,0.1,-0.3,-23.1,-2.1,2.5,0.8
Nc1ccc(C(=O)Nc2nc3ccccc3s2)cc1,33.3,-2.1,56.4*,57.2*,4.7,-4.7,-103.2,-2.7,0.3,5.4
O=C(Cc1ccccc1[N+](=O)[O-])Nc1ccccc1C(=O)N1CCCC1,-2.8,-1.5,-2.3,-8.3,8.0,0.3,-24.7,3.5,-2.0,3.0
COc1ccc(-c2c(NC(=O)c3ccco3)n(-c3ccccc3)nc(C)c2=O)cc1,·,-2.2,-6.9,·,·,·,-11.3,4.2,1.5,4.9
COC(=O)c1ccc(OS(=O)(=O)c2ccc(NC(C)=O)cc2)cc1,4.4,1.8,-1.0,8.4,4.0,-18.2,-32.2,2.9,1.2,-0.8
CCN1CCc2nc3sc(C(=O)Nc4cccnc4Cl)c(N)c3cc2C1,-2.5,·,7.2,-6.7,4.1,-53.0,-5.1,-1.9,-3.5,0.8
Cc1cc(C)cc(N(CC(=O)N2CCn3c2nc2ccccc23)S(=O)(=O)c2c(C)noc2C)c1,-4.1,-4.4,-7.3,-0.9,8.4,-15.1,2.5,-3.3,1.2,-1.2
COc1ccc(C(=O)N/N=C/c2cc(Br)ccc2O)cc1OC,1.9,-4.0,0.2,2.6,-1.2,44.0,68.2*,4.1,-3.0,-0.8
Nc1nc(Cl)cc(N2CCCC2)n1,-8.3,-2.1,0.5,3.5,13.1,-20.8,7.6,4.5,-2.3,6.8
CCS(=O)(=O)c1nc(S(=O)(=O)c2ccc(Cl)cc2)c(N2CCOCC2)s1,3.8,-1.5,6.6,5.0,-4.6,-5.2,-63.4,2.9,5.0,0.7
O=C(CCCC(=O)N(CC(=O)NC1CCCCC1)Cc1ccccc1)Nc1ccccn1,-2.2,4.2,-5.4,4.6,-1.0,12.5,-46.1,-3.3,-3.3,1.8
C(=N\Nc1nc2ccccc2[nH]1)/c1ccncc1,-12.8,0.2,21.8,-3.8,7.8,-147.4,-95.0,5.4,2.4,13.0
CCCCc1cc(=O)oc2cc(C)cc(OCC(=O)N3CCC(C(=O)O)(c4ccccc4)CC3)c12,2.6,-0.1,8.3,19.8,1.4,18.1,-13.8,4.6,3.3,1.0
N#Cc1c2n(c(=S)n(-c3ccc(OC(F)F)cc3)c1=O)CCCCC2,-2.2,-0.7,7.8,-1.5,-9.4,7.4,-17.2,5.7,-1.8,0.0
O=C(Cc1ccc(Cl)cc1)NC1CCCN(Cc2ccccc2F)C1 (centres undefined),0.7,0.1,-3.1,14.0,-1.0,5.0,-5.6,-11.0,3.2,3.1
Cc1c(Cl)c([N+](=O)[O-])nn1Cc1ccc(C(=O)N/N=C\c2cc(Cl)ccc2O)o1,20.5,0.4,-7.1,34.6,-77.7,81.2*,-10.0,-2.4,2.3,-9.0
O=C(Nc1ccc(F)cc1)c1cccc(N2C(=O)C3C4C=CC(C5CC45)C3C2=O)c1 (centres undefined),-0.1,-1.2,-1.3,6.5,0.2,-13.1,-8.6,7.1,2.4,-0.4
CCC(C(=O)Nc1ccc([N+](=O)[O-])cn1)c1ccccc1 (centres undefined),-5.1,0.3,8.2,-6.4,-7.0,4.2,-25.7,0.3,4.3,1.3
O=C(NCc1ccco1)c1ccc2c(=O)n(CC3CCCO3)c(=S)[nH]c2c1 (centres undefined),-13.5,-1.3,1.8,-33.5,1.5,14.8,-9.2,-3.4,-5.4,0.5
CCOC(=O)c1ccc(NC(=O)NCc2ccccc2)cc1,13.6,·,-1.6,7.5,-2.6,-22.9,-12.3,-4.1,2.5,-4.3
O=[N+]([O-])c1cccc(/C([O-])=C(/C(=S)Nc2ccccc2F)[n+]2ccccc2)c1,10.1,-3.0,·,32.5,1.7,-58.6,-55.9,-4.1,0.6,-2.5
CC(Sc1nnc(C2CCCCC2)n1N)C(=O)NCc1ccc2c(c1)OCO2 (centres undefined),-1.9,11.9,1.8,3.8,13.8,-2.5,14.2,1.5,2.5,0.9
CCOc1ccc(-n2c(-c3ccccc3)c[n+]3c2CCCCC3)cc1,-6.0,-0.3,0.3,-7.2,0.2,-9.7,-6.5,21.6,-1.1,-1.9
COc1cccc(-c2c(NC(=O)c3ccco3)oc3ccccc3c2=O)c1,3.8,-2.5,0.3,8.1,1.3,0.6,-8.0,-0.7,0.6,-1.9
CC12CC(NC(=O)N1c1cccc(C(=O)NCc3ccccc3)c1)c1ccccc1O2 (centres undefined),0.8,2.6,·,-8.5,3.8,-9.6,10.0,6.3,2.2,6.4
Cc1nc(NC(=O)c2cc3ccccc3o2)ccc1Br,15.7,0.3,-0.6,30.6,-2.2,-160.2,-83.5,3.8,1.7,-3.8
Cc1cc(C(=O)NCc2cc(F)cc3c2OCOC3)nn1C,-3.4,-2.0,·,2.6,-1.4,-7.3,-0.5,-1.9,1.9,3.1
O=C1Nc2ccccc2C(=O)N2[C@H](c3cccc(Br)c3)[C@@H]3C(=O)N(Cc4ccccc4)C(=O)[C@@H]3[C@H]12,-35.1,-1.3,-13.4,-49.5,-2.5,-0.3,-9.7,2.8,-0.7,0.9
O=CNCCCc1nc2ccccc2n1CCc1ccccc1,-0.8,-1.9,-4.8,6.0,0.0,-11.5,-3.5,0.7,0.7,-3.5
CCC1CCCCN1CCCNC(=O)c1ccc(N2CCOCC2)c(NS(=O)(=O)c2ccc(OC)cc2)c1 (centres undefined),5.5,4.6,0.7,6.8,-0.4,-4.0,-15.2,-1.5,-2.0,-5.0
CC(=O)Nc1ccc(S(=O)(=O)N2CCN(c3nc(C)cc(C)n3)CC2)cc1,-38.9,-2.7,·,-52.5,1.1,2.2,-7.5,-13.7,0.7,-0.6
COc1ccc(O)c(-c2c(-c3ccc(Cl)cc3)n[nH]c2C)c1,?,1.2,25.1,-64.5,-0.4,-5.5,0.7,6.0,·,3.5
COc1ccc(CCNS(=O)(=O)c2cccc(C)c2)cc1OC,-9.4,-3.3,-7.0,-0.8,-6.2,4.9,-13.4,-4.7,3.0,1.4
CC1(CCl)N([O-])C2=C(CCCC2)[N+]1=O (centres undefined),-10.4,3.5,-5.5,-9.1,-49.4,9.9,-24.6,2.9,-2.7,1.3
O=c1ccc2cc(S(=O)(=O)N3CCN(c4ccc(Cl)cc4)CC3)ccc2o1,-3.3,1.0,-1.8,-7.2,0.7,6.4,-8.2,-2.4,-1.6,-1.8
Cc1ccc(-c2cc(C(=O)N/N=C/c3c[nH]c4ccccc34)[nH]n2)cc1,10.5,·,4.2,38.5,5.0,77.5*,14.5,42.8*,-8.2,5.1
CCOC(=O)C1CCN(C(=O)c2cc(CN3C(=O)c4ccccc4C3=O)ccc2OCC)CC1,6.2,-0.2,9.0,21.9,4.8,-0.1,·,·,-0.5,·
Cc1cc(C)c(C#N)c(SCC(O)CS(=O)(=O)Cc2ccccc2)n1 (centres undefined),0.5,-0.8,2.8,6.0,0.0,8.7,7.9,-5.1,0.4,-1.5
Cc1noc(C)c1CSc1nnc(-c2ccccc2)n1Cc1ccco1,6.7,-1.2,-1.8,-0.6,·,27.1,-5.7,1.3,-1.4,-1.6
